TbREL1 primary – TbREL1 inhibition, primary screen; P86926; TbREL1 RNA ligation, FRET fluorescence; inhibition, % at 9.66 µM; hit rate 0.49% among 89,000; AID 1117264;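 active = inhibition above the mean inhibition across all screened compounds plus 3 SD, cut at about 11% in these data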;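 also: 0% = plate median of test wells and 100% = NSC42067 control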
Target sequence (P86926 whole entry, looked up): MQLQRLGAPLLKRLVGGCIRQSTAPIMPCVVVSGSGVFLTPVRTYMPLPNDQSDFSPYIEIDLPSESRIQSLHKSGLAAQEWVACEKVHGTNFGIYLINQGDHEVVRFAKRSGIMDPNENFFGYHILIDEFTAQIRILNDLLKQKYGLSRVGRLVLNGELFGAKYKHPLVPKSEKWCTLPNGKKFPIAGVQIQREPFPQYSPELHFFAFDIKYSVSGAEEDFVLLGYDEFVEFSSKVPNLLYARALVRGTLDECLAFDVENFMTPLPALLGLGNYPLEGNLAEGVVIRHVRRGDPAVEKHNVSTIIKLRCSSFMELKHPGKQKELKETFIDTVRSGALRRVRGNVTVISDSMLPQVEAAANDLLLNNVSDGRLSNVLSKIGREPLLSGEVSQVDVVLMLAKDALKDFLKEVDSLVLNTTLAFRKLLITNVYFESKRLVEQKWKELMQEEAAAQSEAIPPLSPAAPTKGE
An asterisk follows results filed as active. An excerpt. The share of hits here may be higher or lower than overall.

Sample of the layout:
TbREL1 primary,molecule
-5,CC(=O)N1CCN(c2ccc(NC(=O)c3ccc(C)cc3)cc2)CC1
-2,CCS(=O)(=O)N1N=C(c2cccs2)CC1c1cc2cc(C)ccc2nc1Cl (stereo not given)
-3,CC(C)(C)CN1CCN(Cc2c[nH]c3ccccc23)CC1CCO (stereo not given)
-1,COc1ccc(C(=O)OCC(=O)NC(C)(C)C)cc1[N+](=O)[O-]
0,O=C(CCC(=O)N(CC(=O)NC1CCCCC1)c1ccc2c(c1)OCO2)Nc1ccccn1
3,COc1cc(CC(=O)Nc2sccc2C(N)=O)cc(OC)c1OC

Results, from the start:
TbREL1 primary,molecule
-5,CC(=O)N1CCN(c2ccc(NC(=O)c3ccc(C)cc3)cc2)CC1
-2,CCS(=O)(=O)N1N=C(c2cccs2)CC1c1cc2cc(C)ccc2nc1Cl (stereo not given)
-3,CC(C)(C)CN1CCN(Cc2c[nH]c3ccccc23)CC1CCO (stereo not given)
-1,COc1ccc(C(=O)OCC(=O)NC(C)(C)C)cc1[N+](=O)[O-]
0,O=C(CCC(=O)N(CC(=O)NC1CCCCC1)c1ccc2c(c1)OCO2)Nc1ccccn1
3,COc1cc(CC(=O)Nc2sccc2C(N)=O)cc(OC)c1OC
1,CC(C)(C)c1ccc(-c2cc(NC(=O)Cc3c[nH]c4ccccc34)ccc2Nc2cccnc2)cc1
4,Cc1ccc(C)c(OCCn2cc(/C=C(\C#N)C(=O)NCc3cccs3)c3ccccc32)c1
0,O=C(CCCN1C(=O)/C(=C/c2ccccc2Cl)SC1=S)Nc1ccccn1
-1,COc1ccc(NC(=O)Cn2nc([N+](=O)[O-])c(Cl)c2C)cc1OC
5,N=c1n(CCO)c2ccccc2n1CCOc1ccccc1
0,COc1ccc(OCc2cccc(C(=O)N3CCCC3)c2)cc1
-2,O=C(NCC(=O)N(Cc1ccccc1)C(C(=O)NC1CCCCC1)c1ccco1)c1ccco1 (stereo not given)
0,O=C(Nc1cnccn1)Nc1ccccc1F
1,COc1ccc(Cn2c(=S)[nH]c3cc(C(=O)N4CCN(c5ccccc5)CC4)ccc3c2=O)cc1
-2,CCSc1ccc([C@@H]2[C@@H]3C(=O)N(CC)C(=O)[C@@H]3[C@]3(C(=O)OC)CCCN23)cc1
4,O=Cc1cn(-c2ccccc2)nc1-c1ccccn1
-2,COc1ccc(-c2ccc(CN3C(C(C)C)C(=O)N(Cc4cn(CCC5OCCO5)nn4)CCS3(=O)=O)cc2)cc1 (stereo not given)
-1,C=CCc1ccc(OCCOCCOc2ccc(C)cc2[N+](=O)[O-])c(OC)c1
1,O=C(CSc1nnnn1-c1ccc(Cl)cc1)NNC(=O)c1ccc([N+](=O)[O-])cc1

Reprinted at random: 4 records from the list, in no set order.
TbREL1 primary,molecule
-1,COc1ccc(NC(=O)Cn2nc([N+](=O)[O-])c(Cl)c2C)cc1OC
0,O=C(Nc1cnccn1)Nc1ccccc1F
0,O=C(CCC(=O)N(CC(=O)NC1CCCCC1)c1ccc2c(c1)OCO2)Nc1ccccn1
0,COc1ccc(OCc2cccc(C(=O)N3CCCC3)c2)cc1

Back to the main list, repeating the 3 entries before the break.
TbREL1 primary,molecule
-2,COc1ccc(-c2ccc(CN3C(C(C)C)C(=O)N(Cc4cn(CCC5OCCO5)nn4)CCS3(=O)=O)cc2)cc1 (stereo not given)
-1,C=CCc1ccc(OCCOCCOc2ccc(C)cc2[N+](=O)[O-])c(OC)c1
1,O=C(CSc1nnnn1-c1ccc(Cl)cc1)NNC(=O)c1ccc([N+](=O)[O-])cc1
-1,O=C(CSCc1cc(=O)n2ccsc2n1)Nc1ccc(F)cc1
-4,COc1ccc(N/C=C/C(=O)c2ccc(OC)c(OC)c2)cc1
1,CN(CC(=O)Nc1ccccc1C(F)(F)F)C(=O)CCc1nc2ccccc2c(=O)[nH]1
0,CCc1ccc(OCC(=O)N(C)C2CCS(=O)(=O)C2)cc1 (stereo not given)
5,C=CCN1C(=O)C(C(C)CC)NC1=S (stereo not given)
7,Cc1ccc(-c2cc(=O)c3cc(F)ccc3[nH]2)cc1
-1,CC(C)CC1C(=O)N(Cc2cn(CCC3OCCO3)nn2)CCS(=O)(=O)N1Cc1ccc(-c2ccccc2)cc1 (stereo not given)
-1,COc1cccc(C(CC(=O)NCC2CCCO2)NS(=O)(=O)c2ccc(C)cc2)c1OC (stereo not given)
4,NCCOc1ccc(C2CCCCC2)cc1
-1,CCOC(=O)c1c(-c2ccccc2)c(C(C)=O)c(=O)n(C)c1C
6,O=C(CNC1CCCCC1)N1CCc2ccccc2C1
-2,O=C1c2ccccc2C(=O)N1Cc1nc2ccccc2c(=O)n1CCN1CCOCC1
-2,COc1ccccc1C(=O)NCCc1c(C)[nH]c2c(C)ccc(F)c12
-4,CN1CCN(C(=O)/C=C/c2cn(-c3ccccc3)nc2-c2ccc3c(c2)OCCO3)CC1
-5,CN(C)c1ccc(C2CNC(c3ccc(Cl)c([N+](=O)[O-])c3)c3[nH]c4ccccc4c32)cc1 (stereo not given)
2,COc1cc(/C(C)=N/NC(=O)C(O)(c2ccccc2)c2ccccc2)ccc1O
0,C=C(C)C(=O)Nc1nnc(-c2cccs2)s1
2,COCc1cc(Sc2ccc(Br)cc2)nc(-c2ccccc2)n1
0,COc1ccc(NC(=O)CSc2nc(C3CC3)nc3ccccc23)cc1
0,CCOC1=C2CN(S(=O)(=O)c3ccc(C)cc3)[C@H](c3cccs3)C[C@H]2[C@H]2C(=O)N(c3ccccc3)C(=O)[C@H]2C1
5,Cc1ccc(S(=O)(=O)N2CCOCC2)cc1NC(=O)Cn1nc(C)c([N+](=O)[O-])c1C
0,Cc1ccc(S(=O)(=O)NC(CN2CCOCC2)=NCCNS(=O)(=O)c2ccccc2)cc1
-2,Cc1[nH]c2ccccc2c1C(=O)COC(=O)Cn1c(C(F)(F)F)nc2ccccc21
6,COc1cccc(NC(=O)c2cc(-c3ccncc3)nc3c(C)cc(C)cc23)c1
-1,COc1cc2c(cc1OC)CC(=O)N(C)CC2
-1,COCCNC(=O)CN(Cc1ccco1)C(=O)CCC(=O)Nc1nccs1
-1,COCCCn1c(=O)/c(=C\c2cccc(OC)c2OC)s/c1=C(/C#N)C(=O)Nc1ccc(C(=O)O)cc1
-1,O=C(C1CC(=O)N(c2ccc3c(c2)OCCO3)C1)N1CCN(Cc2ccccc2)CC1 (stereo not given)
4,COC(=O)c1cc(OC(=O)c2ccc(=O)[nH]c2)cc(C(=O)OC)c1
-2,CC(=O)C1=C(C)N(Cc2ccccc2)C(=O)N[C@H]1c1cccs1
0,N/C(=N\OC(=O)c1ccccc1Cl)c1ccccc1
1,O=C(Nc1cccs1)OC1CC2CC1[C@H]1CCCCN1C2 (stereo not given in full)
2,Cn1cnc([N+](=O)[O-])c1Sc1ccc(C(C)(C)C)cc1
1,O=C(NCc1ccc2c(c1)OCO2)c1ccc2c(=O)n(C3CCCC3)c(=O)[nH]c2c1
-1,O=C(CSc1ccccn1)Nc1ccc2[nH]c(=O)[nH]c2c1
-4,Cc1ccc(S(=O)(=O)Nc2cc(C)c(O)c(S(=O)(=O)c3ccc(C)cc3)c2)cc1
10,CCC(C)CCN1C(Nc2ccccc2)=NC[C@@H]1CC(C)C (stereo not given in full)
2,O=C(OCc1cn([C@@H]2CN(C(=O)c3cccs3)[C@@H](c3ccc(Cl)cc3)C[C@H]2O)nn1)c1ccccc1
-1,COc1cc(NC(=O)C2=C(N3CCOCC3)/C(=C\c3ccc(Cl)cc3Cl)CC2)cc(OC)c1OC
10,COc1ccc(C2Nc3ccccc3C(=O)N2Cc2cccnc2)cc1COc1c(C)cccc1C (stereo not given)
0,CC(=O)NCc1cc(-c2ccc(Cl)cc2)no1
-1,CC(C)(C)NC(=O)C(C1CC1)n1c(=O)c(-c2ccccc2)nc2ccccc21 (stereo not given)
2,COc1ccc(CNC2CCCc3ccccc32)cc1OC (stereo not given)
-1,COc1ccccc1C(=O)N1CCC2CCN(C(=O)c3ccccc3)C2C1 (stereo not given)
1,CCC(=O)Nc1c(-c2ccc(C)cc2)c(=O)c2ccccc2n1C
5,CCCCN(C(=O)c1ccc(COc2ccccc2)o1)c1c(N)n(CC(C)C)c(=O)[nH]c1=O
-4,Cc1ccc(CNc2nc3c([nH]2)c(=O)n(C)c(=O)n3C)cc1
-3,O=C(Nc1ccc(S(=O)(=O)N2CCOCC2)cc1)C1CC(=O)N(c2ccc(F)cc2)C1 (stereo not given)
7,COC(=O)C1CCCN(C(=O)C2CCN(S(=O)(=O)c3cccs3)CC2)C1 (stereo not given)
-3,CC1CCN(C(=O)Cn2cc(S(=O)(=O)CC(=O)N3CCOCC3)c3ccccc32)CC1
0,COC(=O)c1ccc2c(c1)C(=O)/C(=C/c1ccc(C)cc1)O2
-1,Cc1nc(COc2ccccc2Cl)sc1-c1ccnc(N)n1
-3,CCCc1ccc2oc(C(=O)N3CCC(O)CC3)c(C)c2c1
-2,CCOC(=O)N1CCN(c2c(NCCCOC(C)C)c(=O)c2=O)CC1
-1,COc1cccc(OC)c1OCCNCCO
0,OC1(Cc2ccccc2)CCNCC1
2,Cc1ccc(S(=O)(=O)N2CCN(c3ncnc4sccc34)CC2)cc1
-1,COc1cccc(S(=O)(=O)N2CCN(Cc3ccc4c(c3)OCO4)CC2)c1
5,Clc1ccc(-c2nnc(-c3ccccc3)o2)c(Cl)c1
0,CC(C)n1c(-c2cccnc2)nc2cnccc21

More entries.
TbREL1 primary,molecule
-3,COCCN1CCC(CNCc2c(C(=O)N3CCCCC3)nc3c(C)cccn23)C1 (stereo not given)
1,Cc1ccc(Cn2cc(CN3CC(N4CCSCC4)CS3(=O)=O)nn2)cc1 (stereo not given)
3,COC(=O)/C=C/CSC1=N/C(=C/c2ccc(-n3cncn3)cc2)C(=O)N1
4,CC(C)(C)n1nnnc1C(c1ccccc1)N1CCN(c2ncc(C(F)(F)F)cc2Cl)CC1 (stereo not given)
0,O=C(/C=C/NNC(=O)c1ccc(Br)cc1)c1ccccc1
0,Cc1ccc(N2CC(C(=O)Nc3cccnc3)CC2=O)cc1Cl (stereo not given)
-1,O=C(NCC(=O)N1CCC(N2CCCCC2)CC1)C1CCCCC1
-2,O=S(=O)(NCCCCCNS(=O)(=O)c1ccc(F)cc1)c1ccc(F)cc1
-2,O=C(c1cccc2c1C(=O)N(Cc1cccnc1)C2)N1CCN(c2ccccc2)CC1
2,Cc1nc(N/N=C/c2ccc(O)cc2)c2cnn(-c3ccccc3)c2n1
3,O=C(O)CC1(O)C(=O)N(Cc2ccccc2)c2ccccc21 (stereo not given)
-3,CCOc1ccc(NS(=O)(=O)c2ccc(OCC(=O)NCCCOC)cc2)cc1
6,C[C@H]1CN([C@@H](C)CO)S(=O)(=O)c2ccc(Br)cc2O[C@H]1CN(C)C(=O)CN(C)C
-1,Cc1cccc(C(=O)O/N=C2\CCS(=O)(=O)c3sccc32)c1
-4,C=CCNc1nc2c(c(=O)n(C)c(=O)n2C)n1CC
-4,Cn1c(N2CCCC2)nc2c1c(=O)n(Cc1cccc(F)c1)c(=O)n2C
-1,O=C(CCCN1C(=O)c2ccccc2C1=O)Oc1ccc(Cl)cc1
5,COc1ccccc1-c1nnc(NC(=O)c2ccc3c(c2)OCO3)s1
2,COCCn1nnnc1C(CC(C)C)N1CCN(c2nc3ccccc3s2)CC1 (stereo not given)
-2,CC(C)OC(=O)C1CC=CCC1C(=O)Nc1ccc(Cl)cc1 (stereo not given)
-1,COCCn1c(SCC(=O)Nc2cc(C(C)(C)C)nn2-c2ccccc2)nnc1-c1ccncc1
5,Cc1cc(C)cc(NC(=O)N2CCC(N(C)CCC(C)C)CC2)c1
8,Cc1nc(C)c(C(=O)Nc2ncc([N+](=O)[O-])s2)o1
2,COCc1cccc(C2=CC(=O)C[C@H](c3ccc(F)cc3)C2)c1
0,CCOC(=O)[C@]12CCC=C1N(Cc1ccco1)C(=O)[C@H](CC(=O)N1CCC(c3ccccc3)CC1)C2
0,Cc1nc(SCC(=O)NC2CCCC2)[nH]c(=O)c1C
-1,COc1ccc(NC(=O)CN(C)S(=O)(=O)c2ccc3c(c2)CC(C)N3C(C)=O)cc1OC (stereo not given)
1,CC(=O)c1ccccc1OCCOCCOc1ccccc1C(C)=O
-2,O=C(Cc1ccccc1)Nc1ccc2[nH]ncc2c1
-5,NC(=O)C1CCN(C(=O)COc2ccc(Nc3ccccc3)cc2)CC1
0,COc1ccc(S(=O)(=O)N(C)CC(=O)Nc2ccccc2SC)cc1
-3,Cc1[nH]c2ccccc2c1CC(=O)Nc1ccc(Nc2cccnc2)c(-c2ccc(Oc3ccccc3)cc2)c1
0,COc1ccc([C@H]2OC(=O)C[C@@H]2C(=O)N2CCN(c3ccccc3Cl)CC2)cc1OC
2,c1ccc2c(c1)Sc1ccccc1-n1cnnc1-2
0,C/C(=N\Nc1ccc(S(=O)(=O)Nc2ccc(Cl)cc2)cc1[N+](=O)[O-])c1ccc(N2CCOCC2)cc1
-1,O=[N+]([O-])c1cccnc1NCCNc1ncc(C(F)(F)F)cc1Cl
-3,O=C(Nc1cccc2cccnc12)c1ccc2sc([C@H]3C[C@H](O)[C@@H](CO)O3)nc2c1
-1,Cc1ccc(NC(=O)CCS(=O)(=O)c2ccccc2)c(C)c1
2,Cc1ccc(-c2[nH]n3c(=O)c4c(nc3c2C)CCCC4)cc1
-2,COc1ccc(C2=Nc3ccccc3C2(O)CCN2C(=O)c3ccccc3C2=O)cc1 (stereo not given)

A draw from above in order of count of non-hydrogen atoms, descending:
TbREL1 primary,molecule
0,CCOC(=O)[C@]12CCC=C1N(Cc1ccco1)C(=O)[C@H](CC(=O)N1CCC(c3ccccc3)CC1)C2
-1,COCCn1c(SCC(=O)Nc2cc(C(C)(C)C)nn2-c2ccccc2)nnc1-c1ccncc1
-1,COc1ccc(NC(=O)CN(C)S(=O)(=O)c2ccc3c(c2)CC(C)N3C(C)=O)cc1OC (stereo not given)

(next part)
TbREL1 primary,molecule
0,CCOCc1nnc(NC(=O)c2ccc(OC)cc2)s1
5,COc1ccc(CNC(=O)COC(=O)C2=Cc3ccccc3OC2)cc1
-2,Cc1ccc2oc(C(=O)N3CCCCCC3)c(C)c2c1
2,O=C(N1CCOCC1)C(F)(F)C(=O)N1CCOCC1

Source: PubChem BioAssay (The Scripps Research Institute Molecular Screening Center)
